# SR-BI uptake up – activators of SR-BI mediated DiI-HDL uptake, primary screen, ldlA[mSR-BI] CHO cells, DiI fluorescence. 3 h; 100 = double the neutral-control signal. activation, % at 12.5 µM. 0.096% of 320,000 active. AID 504775, 2011;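 active means mean replicate activation of at least 60% and every replicate at or above 60%; inconclusive means mean or all-replicate condition met, but not both; inactive means mean below 60% and not all replicates reaching 60%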;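 further: 0% = median plate neutral-control signal and 100% = twice that signal; values of inactives mirror those of a sister screen read the other way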
#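 Assay system: LDL receptor-deficient CHO ldlA cells overexpressing murine SR-BI / Medium: BSA-supplemented, HEPES-buffered Ham's F12, pH 7.4 / Probe or stimulus: DiI-labelled HDL at 10 µg/mL final / Timing: compound with DiI-HDL co-incubation, 3 h at 37 °C / Technique: bottom-read cell fluorescence after medium removal, ex 550/em 595 nm / Measure: HDL uptake via cellular fluorescence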
# PKA-R1A act – activators of PKA-R1A holoenzyme, primary screen, biochemical, fluorescence polarization, Cy5-IP20, bovine R1A, mouse PKAc; activation, % at 11.4 µM; PKA-R1A dissociation; scaled: DMSO 0%, 113 µM cGMP 100%; 0.083% of 340,000 active;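 active means percent activation above the mean of all tested compounds plus 3 SD, cut at about 19% in these data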;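 further: higher means more PKAc released from R1A so a rise in polarization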
# SR-BI DiI inh – inhibitors of SR-BI mediated HDL lipid uptake, primary screen, ldlA[mSR-BI] cells, fluorescence, single point | Scavenger receptor class B member 1 (Mus musculus), Q61009 | ldlA[mSR-BI] CHO cells, DiI-HDL uptake fluorescence, 3 h | inhibition, % at 12.5 µM | 0.96% of 320,000 active | AID 488896, 2010;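 active means mean replicate inhibition of at least 70% and a set share of replicates each scoring 70 or more; inconclusive means meets just one of the two criteria; inactive means fails both criteria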;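 further: 0% = median of neutral control wells and 100% = median of positive control wells; values of inactives mirror those of a sister screen read the other way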
# DSG3 Ab inh – inhibitors of pemphigus antibody binding to DSG3, primary screen, biochemical, bead-based, flow cytometry, scFv-GFP | Desmoglein-3 (Homo sapiens), P32926 | DSG3-coupled beads, scFv-anti-DSG3-GFP binding; stronger effect = lower value | binding (percent of control), % at 10 µM | 0.48% of 310,000 active | AID 588358, 2011;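 active means binding more than 3 SD below its plate's average and above zero; inconclusive means below that plate limit but binding exactly zero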;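 further: hits lower antibody fragment binding to DSG3; some compounds called inactive have numbers as strong as hits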
# CDK5 inh – inhibitors of human CDK5/p35 kinase, primary screen, biochemical, single concentration | inhibition, % at 10 µM | Recombinant CDK5/p35, ADP-Glo luminescence, 60 min | 0.01% of 330,000 active;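 active means highest replicate inhibition of at least 50% and at least 75% of replicates reaching 50%; inconclusive means only one of the two criteria met; inactive means both criteria failed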;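 further: plate controls were DMSO neutral control for no effect and GW8510 at 10 µM for full effect; many of its hits are not listed in these tables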
# Target sequence (Q00535 whole entry, looked up): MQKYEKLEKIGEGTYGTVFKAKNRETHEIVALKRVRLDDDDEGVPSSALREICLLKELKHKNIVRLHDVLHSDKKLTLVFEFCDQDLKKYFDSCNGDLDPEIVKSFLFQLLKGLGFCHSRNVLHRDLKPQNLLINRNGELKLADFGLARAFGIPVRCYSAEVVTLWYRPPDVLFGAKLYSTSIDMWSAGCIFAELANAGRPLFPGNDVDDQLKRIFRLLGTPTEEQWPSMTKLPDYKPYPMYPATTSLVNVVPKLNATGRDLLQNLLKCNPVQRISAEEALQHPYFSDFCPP
# Target sequence (Q15078 whole entry, looked up): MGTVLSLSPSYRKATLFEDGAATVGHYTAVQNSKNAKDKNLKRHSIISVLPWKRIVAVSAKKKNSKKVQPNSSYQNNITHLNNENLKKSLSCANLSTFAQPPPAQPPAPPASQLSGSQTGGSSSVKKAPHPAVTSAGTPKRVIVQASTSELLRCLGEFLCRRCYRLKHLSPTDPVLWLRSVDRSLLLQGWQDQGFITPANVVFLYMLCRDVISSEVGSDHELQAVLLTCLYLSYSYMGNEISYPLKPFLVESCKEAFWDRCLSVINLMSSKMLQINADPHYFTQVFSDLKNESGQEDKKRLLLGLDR
# Arrestin-AP2 inh – inhibitors of beta-arrestin/AP2 binding, primary screen, biochemical, GPCR trafficking, flow cytometry; FITC-arrestin peptide / GST-AP2 beads; AP2 beta2 appendage carries R879A mutation; AID 504490, 2011; beta-arrestin 1 C-terminal peptide binding to AP2 beta2-adaptin appendage (human); 0.31% of 340,000 active; inhibition, % at 10 µM;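 active means inhibition above a set limit, near 3 SD of compounds lacking own fluorescence, cut at about 54% in these data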;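 further: plate controls were DMSO wells for no effect and 5 µM unlabelled arrestin peptide for full effect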
#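 System: GST-tagged AP2 beta2-adaptin appendage (R879A) on 4 µm glutathione beads / Reagent: FITC-arrestin peptide, 50 nM / Detection: HyperCyt-sampled flow cytometry, FL1 channel, ex 488/em 535 nm / Timing: 12 min plus 1 h, RT / Buffer or medium: PBS plus Tween 20 (0.05%) and BSA (0.1%)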
# NSD2 HMT inh – NSD2 histone methyltransferase inhibitors, primary screen, biochemical, AlphaScreen, single concentration, set 2 | Histone-lysine N-methyltransferase NSD2 (Homo sapiens), O96028 | NSD2 peptide methylation, 120 min | inhibition, % at 12.5 µM | 0.54% of 310,000 active | AID 743445, 2014; in the data active means inhibition above about 50%
# MITF act – activators of MITF-driven TRPM1 promoter reporter, primary screen, cell-based, SK-MEL-5, luciferase, single point. SK-MEL-5 TRPM1-promoter luciferase, 24 h; % of positive control, neutral wells = 0. AID 588334, 2011. activation, % at 12.5 µM. 0.75% of 300,000 active;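 active means mean activation of at least 80% with every replicate also reaching 80%; inconclusive means mean reaches 80% but some replicate falls short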;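 further: 0% = neutral control wells and 100% = parthenolide positive control wells; values of inactives mirror those of a sister screen read the other way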
# PKA-R2B act – activators of PKA-R2B holoenzyme, primary screen, biochemical, fluorescence polarization, Cy5-IP20, human; activation, % at 11.4 µM; PKA-R2B holoenzyme dissociation; R2B truncated from residue 108, S112A mutant; 0% DMSO only, 100% 113 µM cGMP; 0.079% of 340,000 active; cAMP-dependent protein kinase catalytic subunit beta (Homo sapiens) + cAMP-dependent …;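 active means activation above a cutoff set at the mean over all compounds plus 3 SD, cut at about 18% in these data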;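 further: higher means more holoenzyme dissociation and a rise in polarization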
# dFosB activator – activators of delta FosB homodimer, primary screen, biochemical, fluorescence polarization, TAMRA-CDK5 oligo, single point; Protein FosB (Mus musculus), P13346; purified delta FosB; percent of positive-control signal above neutral wells; activation, % at 25 µM; 0.99% of 340,000 active;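 active means mean activation above about 17%, with every replicate also reaching it, limit read from the data, passing the limit was not always enough; inconclusive means only one of the two conditions met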;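 further: fluorescence polarization rise as delta FosB binds a TAMRA Cdk5 AP-1 oligo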
# Target sequence (P13346 whole entry, looked up): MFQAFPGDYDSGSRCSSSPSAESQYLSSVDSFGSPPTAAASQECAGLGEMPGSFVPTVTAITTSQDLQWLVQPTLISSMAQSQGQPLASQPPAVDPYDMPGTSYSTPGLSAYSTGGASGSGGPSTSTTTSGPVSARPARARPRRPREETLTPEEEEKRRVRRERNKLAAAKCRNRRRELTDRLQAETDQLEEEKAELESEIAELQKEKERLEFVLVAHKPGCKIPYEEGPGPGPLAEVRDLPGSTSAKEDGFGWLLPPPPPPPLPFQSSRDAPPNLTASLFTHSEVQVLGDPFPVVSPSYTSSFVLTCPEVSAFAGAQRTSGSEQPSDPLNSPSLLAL
# Mot1-301 SUMO – yeast Mot1-301 growth rescue at high temperature, primary screen, SUMOylation pathway inhibitor project, S. cerevisiae, ATP luminescence, 38.5C; S. cerevisiae Mot1-301 growth rescue; percent above DMSO median, 100 means doubled; growth rescue, % at 18.8 µM; 1% of 320,000 active; AID 2716, 2010;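 active means every valid replicate shows activation above 250% relative to neutral control wells; inactive means the rest, any valid replicate at or below 250%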;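 further: OY570 slx delta 5 strain wells were the positive control but not used for scaling; some compounds called inactive have numbers as strong as hits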
# Active calls of the source: *; u = inconclusive; x = no result given.
item	Compound	SR-BI uptake up	PKA-R1A act	SR-BI DiI inh	DSG3 Ab inh	CDK5 inh	Arrestin-AP2 inh	NSD2 HMT inh	MITF act	PKA-R2B act	dFosB activator	Mot1-301 SUMO
1	O=C(CN1C(=O)NC2(CCCc3ccccc32)C1=O)NCc1ccc(Cl)cc1Cl (configuration not stated)	-7	-4	7	118	1.5	9	-1	-7	-9	-12	-9
2	CCOc1ccc(C(=O)CCC(=O)Nc2ccccc2C)cc1	17	-11	-17	88	0.3	6	0	x	-6	-9	64
3	CCCCn1c(N)c(N(CCC(C)C)C(=O)C2CC(=O)N(CCc3ccc(OC)c(OC)c3)C2)c(=O)[nH]c1=O (configuration not stated)	10	-13	-10	97	1.1	10	2	-3	1	-4	-6
4	CC(C(=O)N(C)Cc1ccccc1)N1CCN(C/C=C/c2ccccc2)CC1 (configuration not stated)	11	-11	-11	101	0.2	-19	-8	7	-17	-3	282*
5	O=C(Sc1cccc2cccnc12)c1ccccc1Br	-20	-5	20	100	-0.7	-1	19	-84	-3	4	-8
6	CN(C)CCCN(C(=O)C1=COCCO1)c1nc2ccc(Br)cc2s1	-7	-4	7	104	0.2	-10	42	19	1	-22	53
7	COC(=O)c1sc(N)c(C(=O)OC)c1CSc1nnc(-c2ccccc2Cl)n1C	-8	15	8	94	0.3	27	2	-1	6	-8	0
8	O=C(COc1ccccc1/C=C1\SC(=S)NC1=O)Nc1ccc(F)cc1	14	-4	-14	120	0.8	6	1	-7	-1	-1	3
9	Cc1ccc(S(=O)(=O)N2CCCN(C(=O)CNC(=O)c3cccc(C)c3)CC2)cc1	4	-7	-4	97	-1.5	-9	1	4	-4	-5	177
10	O=C(NNc1ccccc1)C(CCO)C(=O)NNc1ccccc1	7	4	-7	83	0.9	6	-1	11	8	0	404*
11	CC(C)C1COS(=O)(=O)NC1CC(=O)SC(C)(C)C (configuration not stated)	-4	-17	4	105	-2.3	-12	x	5	-12	-4	388
12	CN(C(=O)c1cccc(NC(=O)Cc2cccc(NC(=O)C3CCN(C(=O)C4CCC4)CC3)c2)c1)C1CCC1	-38	-5	38	99	1.0	7	x	-7	16	-8	x
13	Cc1ccc(S(=O)(=O)n2nc(C)c(C#N)c2N)cc1	23	-4	-23	100	1.1	-17	-6	-7	-3	-4	-3
14	CCOC(=O)C1CCN(C(c2ccccn2)c2c(C)[nH]c3ccccc23)CC1 (configuration not stated)	23	8	-23	101	0.4	10	x	-29	8	-8	23
15	Cc1ccccc1CC1(CO)CCCN(Cc2nc(-c3cccs3)oc2C)C1 (configuration not stated)	-22	2	22	96	-2.7	3	17	-2	14	-4	-2
16	Cc1cc(NC2C3CC4CC(C3)CC2C4)n2nnnc2n1 (configuration not stated)	13	-3	-13	94	1.0	35	5	3	1	2	-22
17	CC(NC(=O)c1ccc(F)cc1)c1nc2ccccc2n1Cc1ccccc1F (configuration not stated)	3	-16	-3	x	-0.5	8	0	0	0	-1	-14
18	Nc1ccnc(C(F)(F)F)c1C(=O)c1ccccc1	1	-2	-1	x	-1.1	24	1	10	-1	2	-3
19	O=Cc1c(NCCN2CCOCC2)c2ccccc2[nH]c1=O	19	10	-19	117	0.8	-6	-2	x	-6	-4	247
20	COc1ccccc1NC(=O)Cn1cncc1-c1ccc([N+](=O)[O-])cc1	-11	-1	11	x	-0.4	-6	1	-20	7	6	6
21	COC(=O)Cc1c(O)ccn(Cc2cccc3ccccc23)c1=O	11	0	-11	97	-0.9	-2	-1	2	7	-8	-3
22	O=C(NCc1ccccc1Cl)C(=O)c1c[nH]c2ccccc12	6	5	-6	101	-1.4	4	1	2	-4	-3	-8
23	CCn1c(SCC(=O)Nc2ccc3[nH]c(=O)[nH]c3c2)nnc1-c1ccccc1	x	1	x	103	-1.9	4	3	-3	3	-1	-16
24	COc1ccc(NC(=O)C(=O)N/N=C/c2cc(C)n(-c3cccc(Cl)c3Cl)c2C)c(OC)c1	-72	-2	72*	122	-0.9	31	-1	-2	-3	-5	1
25	CCOC(=O)c1cc(NC(=O)N(C(C)C)C2CCCCC2)c(C)nc1C	6	-10	-6	96	0.2	4	x	3	5	-1	-8
26	O=C(O)c1ccc(S(=O)(=O)c2ccc3c(c2)C(=O)N(c2ccc(O)cc2)C3=O)cc1	x	-9	x	93	-1.2	-17	0	1	-18	1	-11
27	O=C(CN(Cc1ccccc1)C(=O)c1ccco1)NCc1ccc(F)cc1	-18	-5	18	95	-0.2	16	0	x	-5	-5	x
28	O=C(c1n[nH]c2c1CCC2)N1CCCC(Nc2cccc(F)c2)C1 (configuration not stated)	18	2	-18	100	2.6	46	0	5	-1	-19	-3
29	COc1ccc(S(=O)(=O)N(C)C)cc1NC(=O)COC(=O)c1nn(C)c(=O)c2ccccc12	x	-10	x	87	-3.5	6	12	3	-5	-6	x
30	Cc1occc1-c1nnc(SCC(=O)N2c3ccccc3CCc3ccccc32)n1C	-27	-10	27	107	-3.5	-5	6	-2	-10	-10	x
31	CC(NS(C)(=O)=O)C(c1cccs1)N1CCN(c2ccc(F)cc2)CC1 (configuration not stated)	-9	-10	9	101	-0.6	-5	-4	7	-8	2	33
32	O=C(C1CCCN1C(=O)c1cccs1)N1CCN(S(=O)(=O)c2ccc(F)cc2)CC1 (configuration not stated)	0	-15	0	102	-0.8	15	-2	3	7	-3	16
33	Cn1c(=O)c2c(nc3n2CC(CO)O3)n(C)c1=O (configuration not stated)	12	-1	-12	113	-1.2	-12	0	-5	2	-1	15
34	CCOC(=O)C1=C(C)Nc2ccccc2N/C1=N\S(=O)(=O)c1cc(C(=O)O)ccc1Cl	-2	4	2	x	-3.3	-7	5	3	-5	-6	9
35	Cc1nnc(NS(=O)(=O)c2ccc(F)cc2)s1	5	2	-5	112	-3.3	8	0	x	-1	3	x
36	CC1CN(c2snnc2C=C2C(=O)OC(C)(C)OC2=O)CC(C)O1 (configuration not stated)	26	1	-26	x	-0.8	14	0	-6	2	-7	16
37	O=C1/C(=C/c2cccnc2)SC(=S)N1N1CCOCC1	7	-12	-7	107	-2.9	-1	-3	-17	-12	-4	28
38	COc1cccc(C2=CC(=O)CC(C)(C)C2)c1	31	-2	-31	102	-2.4	8	x	31	-2	-1	30
39	O=C1N/C(=N/N=C/c2ccccc2O)SC1Cc1ccc(F)cc1 (configuration not stated)	x	0	x	94	-0.5	21	-3	0	-9	2	-5
40	Cc1ccc(C(=O)Cn2nnc3ccccc32)cc1C	19	-13	-19	91	0.4	2	-2	110*	-6	-5	14
41	N#CCCn1[nH]c(-c2ccccc2)cc1=O	28	-12	-28	95	1.3	2	3	-4	-4	2	7
42	CC1(C(=O)N/N=C/c2cc3c(cc2Br)OCO3)CC1(Br)Br (configuration not stated)	-25	0	25	98	1.3	25	1	4	-15	-7	49
43	O=S1(=O)C=C(SCc2ccc(Cl)c(Cl)c2)Nc2ccccc21	-4	-6	4	x	-0.9	-5	-1	-1	-3	-7	-7
44	Nc1nonc1-n1nnc(C(=O)N/N=C/c2ccc(OCc3ccc(F)cc3)cc2)c1COc1ccccc1	-51	-6	51	95	0.0	10	2	42	-8	u	-9

# A different layout for part of the listing above.
[35] Cc1nnc(NS(=O)(=O)c2ccc(F)cc2)s1
[36] CC1CN(c2snnc2C=C2C(=O)OC(C)(C)OC2=O)CC(C)O1 (configuration not stated)
[37] O=C1/C(=C/c2cccnc2)SC(=S)N1N1CCOCC1
[38] COc1cccc(C2=CC(=O)CC(C)(C)C2)c1
[39] O=C1N/C(=N/N=C/c2ccccc2O)SC1Cc1ccc(F)cc1 (configuration not stated)
[40] Cc1ccc(C(=O)Cn2nnc3ccccc32)cc1C
[41] N#CCCn1[nH]c(-c2ccccc2)cc1=O
entry no. | 35 | 36 | 37 | 38 | 39 | 40 | 41
SR-BI uptake up | 5 | 26 | 7 | 31 | x | 19 | 28
PKA-R1A act | 2 | 1 | -12 | -2 | 0 | -13 | -12
SR-BI DiI inh | -5 | -26 | -7 | -31 | x | -19 | -28
DSG3 Ab inh | 112 | x | 107 | 102 | 94 | 91 | 95
CDK5 inh | -3.3 | -0.8 | -2.9 | -2.4 | -0.5 | 0.4 | 1.3
Arrestin-AP2 inh | 8 | 14 | -1 | 8 | 21 | 2 | 2
NSD2 HMT inh | 0 | 0 | -3 | x | -3 | -2 | 3
MITF act | x | -6 | -17 | 31 | 0 | 110* | -4
PKA-R2B act | -1 | 2 | -12 | -2 | -9 | -6 | -4
dFosB activator | 3 | -7 | -4 | -1 | 2 | -5 | 2
Mot1-301 SUMO | x | 16 | 28 | 30 | -5 | 14 | 7

[42] CC1(C(=O)N/N=C/c2cc3c(cc2Br)OCO3)CC1(Br)Br (configuration not stated)
entry no. | 42
SR-BI uptake up | -25
PKA-R1A act | 0
SR-BI DiI inh | 25
DSG3 Ab inh | 98
CDK5 inh | 1.3
Arrestin-AP2 inh | 25
NSD2 HMT inh | 1
MITF act | 4
PKA-R2B act | -15
dFosB activator | -7
Mot1-301 SUMO | 49

# Source: PubChem (several laboratories)
